HepG2 tox: kills HepG2 cells in TGF-b inhibitor counter-screen. HepG2 CAGA-GFP viability, ATP luminescence, 18 h. Potency, µM (titrated, usually from 46.1 µM), inactives show top-dose activity change, negative = cytotoxicity, actives largely listed as cytotoxic. hit rate 0.76% among 410,000; further: potency means the concentration at half of the fitted maximal effect; some results filed as inactive show a strong effect at the top dose
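CellTiter-Glo luminescence gave cytotoxicity after 18 hours at 37 degrees C. The cells were HepG2 CAGA-GFP in 1% FBS DMEM, stimulated with 500 pg/mL TGF-beta after compound addition. %Activity was normalised to no-cell wells (complete cell-killing) and DMSO (no toxicity), and curves were fitted and classified.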
ATXN viability: cell viability loss in ATXN counter-screen. AID 651635. hit rate 0.49% among 400,000. Potency, µM (titrated, usually from 56.7 µM), usual class: cytotoxic. S2 cells (HEK-293 line with an ATXN2-luciferase reporter) viability, CellTiter-Fluor protease fluorescence, 24 h; further: potency means the concentration at half of the fitted maximal effect; nearly all actives have a fitted effect of over 40% in size
A549 tox: counter-screen for Nrf2 inhibitors: cytotoxicity in A549 cells | hit rate 0.16% among 390,000 | Potency, µM (top dose mostly 46 µM), inactives show top-dose activity change, negative = cytotoxicity, hits mostly inhibitors | AID 504648 | A549 ARE-Fluc cells, CellTiter-Fluor viability, 18-24 h; further: potency means the concentration at half of the fitted maximal effect; on the % scale 0 is the no-effect control and ±100 the full control effect
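A549 ARE-Fluc cells in 5% FBS OPTI-MEM, 5000 cells/well, rested 2 h then exposed to compounds in concentration-response for 18-24 h at 37 °C. Viability by CellTiter-Fluor fluorescence (Ex 405/Em 525) after 30 min; luciferase luminescence (BugLite, 15 min, RT) read afterwards.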
TGFb SMAD3 inh: TGF-b pathway inhibition. HepG2 CAGA-GFP TGF-b/SMAD3 reporter, GFP fluorescence, 18 h; TGF-beta stimulated, 500 pg/mL final. Potency, µM (series often up to 46.1 µM), without a hit: at the top dose activity, negative = inhibition, actives largely listed as inhibitors. hit rate 1.2% among 410,000. AID 588855; further: potency means the concentration at half of the fitted maximal effect; on the % scale 0 is the no-effect control and ±100 the full control effect; nearly all actives have a fitted effect of over 65% in size
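Inhibition was scored as loss of TGF-beta-induced (500 pg/mL final, 18 hours, 37 degrees C) GFP in HEPG2 cells carrying a CAGA-GFP reporter, in DMEM with 1% FBS. Well GFP was summed per cell; Activity was normalised to unstimulated and stimulated DMSO wells, then concentration-response fitting.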
Nrf2 inh: blocks Nrf2 signaling. A549 ARE-Fluc reporter, luciferase luminescence, 18-24 h. Potency, µM (titrated, usually from 46 µM), for the others: top-dose activity change, negative = inhibition, actives largely listed as inhibitors. hit rate 2.1% among 360,000. AID 504444; further: potency means the concentration at half of the fitted maximal effect; on the % scale 0 is the no-effect control and ±100 the full control effect; nearly all actives have a fitted effect of over 60% in size
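Nrf2 activity is the BugLite luminescence, read 15 min after reagent at room temperature, following CellTiter-Fluor cytotoxicity readout (30 min, 37C). Compound titrations were applied for 18-24 h to 5000 A549 ARE_Fluc cells/well in 5% FBS OPTI-MEM.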
EPAC2 agonist: activates human EPAC2 exchange factor; EPAC2 activation, biochemical qHTS; response scale: 100% = 6.5 mM cAMP response; Potency, µM (doses to about 154 µM), inactives show at the top dose activation, actives largely listed as activators; hit rate 0.079% among 360,000; Q8WZA2; AID 720711; further: potency means the concentration at half of the fitted maximal effect; nearly all actives have a fitted effect of over 50% in size
Target sequence (Q8WZA2 whole entry, looked up): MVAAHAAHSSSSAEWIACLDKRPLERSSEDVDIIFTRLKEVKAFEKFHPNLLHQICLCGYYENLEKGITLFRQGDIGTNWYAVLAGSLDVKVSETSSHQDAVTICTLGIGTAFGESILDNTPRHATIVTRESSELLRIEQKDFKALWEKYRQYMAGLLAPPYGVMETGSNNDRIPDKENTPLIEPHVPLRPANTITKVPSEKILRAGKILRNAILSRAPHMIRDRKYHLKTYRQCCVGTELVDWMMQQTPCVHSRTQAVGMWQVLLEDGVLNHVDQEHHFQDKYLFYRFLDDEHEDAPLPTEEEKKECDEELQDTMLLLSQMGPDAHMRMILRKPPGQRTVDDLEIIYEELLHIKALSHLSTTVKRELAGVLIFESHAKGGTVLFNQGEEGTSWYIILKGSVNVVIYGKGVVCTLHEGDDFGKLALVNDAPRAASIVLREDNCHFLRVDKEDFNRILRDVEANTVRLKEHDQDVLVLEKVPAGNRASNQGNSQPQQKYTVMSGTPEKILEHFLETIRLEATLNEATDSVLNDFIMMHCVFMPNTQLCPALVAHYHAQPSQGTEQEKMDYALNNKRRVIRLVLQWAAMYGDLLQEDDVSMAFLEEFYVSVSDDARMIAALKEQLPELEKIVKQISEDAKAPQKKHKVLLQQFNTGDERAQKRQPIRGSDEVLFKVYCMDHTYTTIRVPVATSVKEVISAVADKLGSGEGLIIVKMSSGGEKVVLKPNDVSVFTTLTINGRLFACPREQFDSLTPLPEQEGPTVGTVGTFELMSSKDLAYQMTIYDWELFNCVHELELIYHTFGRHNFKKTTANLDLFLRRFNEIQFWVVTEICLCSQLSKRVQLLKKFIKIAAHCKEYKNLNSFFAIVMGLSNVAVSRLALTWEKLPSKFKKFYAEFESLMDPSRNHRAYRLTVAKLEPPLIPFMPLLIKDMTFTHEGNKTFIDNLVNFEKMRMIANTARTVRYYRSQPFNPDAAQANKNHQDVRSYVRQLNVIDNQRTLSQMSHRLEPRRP
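Nucleotide exchange monitored as fluorescence drop when BODIPY-GDP leaves Rap1B. Reaction: 100 nM EPAC2, 250 nM RAP1B-BODIPY-GDP, 50 uM GDP, room temperature, kinetic read over 30 min. Activity expressed relative to 6.5 mM cAMP.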
Nrf2 ARE act: activators of Nrf2 (ARE) signaling | Potency, µM (top dose mostly 46.1 µM), without a hit: at the highest dose activation, most hits filed as activators | hit rate 0.31% among 410,000 | AREc32 ARE-luciferase reporter (MCF7-derived line), luminescence, 24 h; further: potency means the concentration at half of the fitted maximal effect; % of control where 0% means no effect; nearly all actives have a fitted effect of over 65% in size
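Each well held 1000 AREc32 cells, which were incubated with compound for 24 hr at 37 deg C after overnight attachment, and ARE reporter activity was quantified by firefly luciferase luminescence.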
IL2 activator: activators of IL-2 | IL-2 activation reporter assay, cell-based qHTS; stimulated with anti-CD3/CD4/CD28 beads; in transgenic mouse T cells | activation, % (series mostly up to about 46 µM) | hit rate 0.065% among 360,000; in the data active means activation above about 50%; inconclusive means mostly about 30% to 49%; further: 0% is about no effect
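Readout is EGFP and DsRed signal by fluorescent plate cytometry after 18 h at 37 degrees C. Transgenic mouse T cells (750/well) received compound for 60 min before bead stimulation (anti-CD3, anti-CD4, anti-CD28); memory T cells served as non-tolerant control.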
ATXN2 expr inh: reduces ATXN2 reporter expression in HEK-293 cells; HEK-293 ATXN2-luciferase reporter, luminescence, 24 h; Potency, µM (titrated, usually from 57 µM), for inactives: at the top dose activity change, negative = inhibition, most hits filed as inhibitors; hit rate 0.72% among 360,000; AID 1745845; further: potency means the concentration at half of the fitted maximal effect; on the % scale 0 is the no-effect control and ±100 the full control effect; nearly all actives have a fitted effect of over 55% in size
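qHTS (up to 57 uM final) was run with 24 h compound exposure of reporter cells at 37 °C. Each well was multiplexed: SteadyGlo luminescence measured ATXN2-luciferase expression after a fluorogenic Gly-Phe-AFC viability readout (25 uM final).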
An asterisk follows results filed as active; i = inactive; ? = inconclusive; nt = no result given; & = joins results of further samples; [ ] = remark or other dose. Unless noted, the call rests on the fitted dose curve; in most records, active means well fitted curve in the direction sought with a large enough effect; inconclusive means small, poorly fitted or top-dose-only effect, or another doubt; inactive means no such curve, though single readings can be large; an effect the other way counts as inactive or inconclusive.

SMILES	HepG2 tox	ATXN viability	A549 tox	TGFb SMAD3 inh	Nrf2 inh	EPAC2 agonist	Nrf2 ARE act	IL2 activator	ATXN2 expr inh
Cc1ccc(-c2n[nH]c(=S)nc2-c2ccc(C)cc2)cc1	4%	i	18%	-5%	0%	7%	3.8%	-2.4	nt
O=C(NCCc1ccccc1)c1ccc(Cl)c([N+](=O)[O-])c1	-22%	i	-1%	24%	nt	8%	8.1%	-1.0	37%[activator]
COc1ccc(-c2ccc3nnc(SCC(N)=O)n3n2)cc1	7%	i	-7%	1%	7%	0%	0.2%	6.0	26%
CCN(CC)c1ccc(NC(=O)c2cncc(Br)c2)cc1	2%	i	-3%	9%	5%	8%	0.8%	0.6	72%[activator]
O=C(O)c1cc(-c2ccc(Cl)cc2)n[nH]1	15%	i	-19%	7%	-28%	-5%	-0.4%	0.5	-2%
CN(C(=O)c1ccc(NC(=O)Cc2cccc(NC(=O)C3CCCN(C(=O)c4ccccc4)C3)c2)cc1)C1CC1 (centres undefined)	2%	i	12%	2%	-1%	9%	-0.6%	0.8	3%
O=C(CNC(=O)c1ccccc1)NCCO	-3%	i	3%	7%	-1%	10%	-0.3%	0.2	19%
CCN(c1cccc(C)c1)S(=O)(=O)c1nnc(NC(=O)c2ccco2)s1	-16%	i	18%	?	?	0%	-0.1%	-1.7	2%
O=C(CN1C(=O)C(=O)N(Cc2ccccc2)C1=O)Nc1ccc(OC(F)F)cc1	-27%	?	10%	-15%	16%	-4%	-0.6%	-0.4	-26%
CC1(C)c2[nH]c3ccccc3c2C[C@@H]2C(=O)N(Cc3ccc(F)cc3)C(=O)N21	-24%	?	-8%	?	-23%	17%	-0.3%	-0.2	?
COc1ccc(-c2sc3ccccc3c2/C=C/c2ccc(N)cc2)cc1	-10%	i	10%	7%	16%	1%	7.7%	-0.3	0%
CC(C)N1CCN(Cc2nc3ccccc3s2)CC1CCO (centres undefined)	3%	i	3%	0%	3%	8%	1.9%	1.0	nt
Oc1ccc(/C=N/Nc2cc(N3CCOCC3)nc(N3CCOCC3)n2)cc1O	-25%	i	4%	-13%	2%	9%	18%	-2.2	-20%
CN(C)CCNC(=O)C1CC(=O)N(c2ccc(F)c(Cl)c2)C1 (centres undefined)	-11%	i	3%	3%	nt	2%	-0.1%	-1.1	-6%
O=C1C=C(c2cc3ccccc3s2)C[C@@H](c2ccc3c(c2)OCO3)C1	-30%	i	9%	-27%	15%	14%	0.0%	0.8	-1%
Cc1ccc2nc(Nc3nc(-c4ccccc4)cc(=O)[nH]3)nc(C)c2c1	3%	i	?	?	?	0%[15.6 µM]	0.0%	0.1	-25%
CN(CC(=O)Nc1ccc(Cl)c(C(F)(F)F)c1)C(=O)c1ccc2c(c1)NC(=O)CS2	-9%	i	-16%	?	21µM*	3%	0.3%	-0.3	-23%
COc1ccccc1C(=O)NC(=O)COC(=O)/C(=C/c1ccccc1)NC(C)=O	32%	i	-3%	2%	-8%	6%	-0.1%	0.5	1%
CC1CN(c2ncnc3c2c(-c2ccccc2)cn3-c2ccc(F)cc2)CC(C)O1 (centres undefined)	-1%	i	?	-19%	18µM*	0%	3.0%	-3.9	-34%
O=C(Nc1ccc(F)cc1F)c1ccc(-n2cccn2)c([N+](=O)[O-])c1	-1%	i	2%	0%	?	0%	-0.5%	-4.5	3%
CC(C)(C)CC(=O)Nc1nnc(C(F)(F)F)s1	-17%	i	-7%	-1%	?	8%	0.2%	-3.0	1%
O=C(O)CC(NCc1ccco1)C(=O)Nc1cccc(O)c1 (centres undefined)	1%	i	-24%	-13%	4%	-2%	-0.5%	-0.4	0%
COc1cc(C2Nc3ccccc3C(=O)N2NS(C)(=O)=O)ccc1O (centres undefined)	-1%	i	1%	-4%	-7%	0%	-0.1%	-0.7	2%
O=C(OCCCc1ccncc1)c1ccc(S(=O)(=O)N2CCOCC2)cc1	-6%	i	-7%	-6%	?	2%	0.4%	0.8	4%
COc1ccc(-n2nnnc2-c2cnc3cc4c(cc3c2C)OCO4)cc1	6%	i	12%	-5%	?	0%	3.5%	-1.3	-2%
COc1ccccc1C(=O)NC(=O)COC(=O)c1ccc(C)o1	5%	i	-4%	-2%	-4%	10%	0.2%	-0.9	5%
CCCOC(=O)CSc1nc(N)c(C#N)c(CC)c1C#N	-1%	i	8%	-9%	0%	-7%	-0.8%	-2.5	-2%
CCOC(=O)C1=C(N)OC2=C(C(=O)CCC2)C1c1cccs1 (centres undefined)	0%	i	-5%	-10%	?	5%	0.2%	1.0	3%
Cc1ccc(NNC(=O)c2ccno2)cc1Cl	-5%	?	-1%	-18%	7%	12%	4.5%	1.5	nt
CC(C)CCNC(=O)Cc1ccccc1[N+](=O)[O-]	-12%	i	11%	3%	?	5%	0.5%	-0.8	15%
O=C(OCc1cc([N+](=O)[O-])cc2c1OCOC2)c1cccnc1SC(F)F	0%	i	-1%	-4%	-7%	20%	-0.5%	1.2	-8%
COc1ccccc1N1CCN(c2nc3c(S(=O)(=O)c4ccccc4)nnn3c3ccc(Cl)cc23)CC1	-13%	i	11%	12%	-3%	nt	0.0%	nt	5%
O=C(NCc1ccco1)c1c(F)cccc1Cl	-4%	i	0%	-8%	?	2%	0.0%	-0.8	4%
CCC1(CC)NC(=O)N(CC(=O)OC(C)C(=O)Nc2ccc(NC(C)=O)cc2)C1=O (centres undefined)	-17%	i	-4%	-11%	4%	-6%	-0.6%	1.1	-5%
O=C(CN1C(=O)NC2(CCCC2)C1=O)Nc1cc(Cl)ccc1N1CCCCC1	-17%	i	-9%	-2%	8%	8%	-0.7%	-3.2	2%
CCCCCCC[C@@H](C/C=C/CCC(=O)N(C)C/C(=C/Cl)C/C(=C\C(=O)N1CC(OC)=CC1=O)OC)OC	-70%	22µM*	?	0.71µM*	?	-9%	6.7%	-0.7	?
Cc1ccc(S(=O)(=O)NC(=O)C2(C)CCN2C(=O)Cc2ccc(C(C)(C)C)cc2)nc1 (centres undefined)	7%	i	nt	34%	nt	-2%	-0.1%[9.22 µM]	0.1	11%
CCCC(NCC(O)COc1ccc(-c2ccccc2)cc1)c1ccccc1 (centres undefined)	-110%	?	?	?	?	-3%	-2.7%	-1.0	19µM*
COc1ccc(OCc2nn3c(-c4ccccn4)nnc3s2)cc1	-10%	i	6%	-6%	-24%	4%	2.3%	-1.3	5%
Cc1cccc(N2CCN(C(=O)c3c4c(nc5ccccc35)C(=O)N(C3CCCCC3)C4)CC2)c1C	8%	nt	-1%	26%	-20%	nt	-0.1%	nt	nt
COC(=O)C1=C(C(=O)OC)C2(OC1c1ccc(Br)cc1)C(=O)c1ccccc1C2=O (centres undefined)	-6%	i	3%	-6%	8%	2%	0.6%	0.7	0%
O=C(CSc1nc2ccccc2[nH]1)N/N=C/c1ccco1	6%	i	4%	-2%	3%	1%	?	-4.6	-22%
CN(C(=O)C1CCN(c2ncnc3c2nc2n3CCCCC2)CC1)C1CCCCC1	-2%	?	3%	-27%	?	-2%	0.2%	-4.4	-33%
COc1ccc(SCc2cc(=O)c3ccc(C)c(C)c3[nH]2)cc1	0%	i	0%	23%	nt	nt	0.1%	nt	2%
O=C(COC(=O)c1ccco1)Nc1ccc(Cl)cn1	-10%	i	-11%	?	-2%	5%	18%	-2.2	-7%
COc1cccc(NC(=S)NNC(=O)c2ccccc2OC(F)F)c1	-18%	i	-1%	-5%	?	10%	4.5%	1.1	17%
CCN(CC)C(=O)CSc1nc2cc3c(cc2c(=O)n1CCCC(=O)NCc1ccc(OC)cc1)OCO3	-2%&2%	i	-12%&6%	2%&1%	?	8%	-0.4%&0.4%	-2.2	-22%
CCCc1cc(=O)[nH]c(SCc2ccccc2)n1	3%	i	-5%	30%	-6%	5%	0.6%	-0.7	-14%
Cc1ccc(CN2CCN(Cc3cccc(C)n3)CC2CCO)cc1 (centres undefined)	-26%	i	-2%	-1%	2%	-3%	0.2%	-1.4	nt
O=C(Nc1cc(S(=O)(=O)N2CCCCC2)ccc1O)c1ccccc1NS(=O)(=O)c1ccc(F)cc1	-32%&-41%	i	2%&-2%	18µM*	-8%&-11%	2%&-3%	-0.6%&0.1%	-0.1&-2.3	?

Next part.
SMILES	HepG2 tox	ATXN viability	A549 tox	TGFb SMAD3 inh	Nrf2 inh	EPAC2 agonist	Nrf2 ARE act	IL2 activator	ATXN2 expr inh
COc1ccc(Cc2n[nH]c(=O)c3ccccc23)cc1OC	-10%	i	-1%	3%	-10%	8%	5.7%	-1.1	16%
CCC(=O)Nc1ccc(Cl)c(NC(=O)c2cccnc2)c1	-12%	i	3%	12%	2%	3%	-0.3%	-0.6	-1%
Cn1c(=O)c2cc(NC(=O)NCc3ccccc3)ccc2n1C/C=C/c1ccccc1	-5%	?	nt	-16%	nt	6%	-1.3%[9.22 µM]	-0.6	3%
CCN(C1CCS(=O)(=O)C1)S(=O)(=O)c1ccc(Cl)s1 (centres undefined)	5%	i	-4%	-17%	-8%	9%	0.1%	2.0	6%
COc1n[nH]c(C(=O)Nc2cc(Cl)ccc2Cl)c1[N+](=O)[O-]	-35%	i	-14%	-6%	-6%	8%	3.8%	-1.4	nt
O=C(Nc1ccc(CN2CCOCC2)cc1)c1ccc(-c2ccc(Br)cc2)o1	10µM*	?	-10%	?	?	15%	-0.5%	-3.1	?
